IL1B secr inh: inflammasome signaling inhibition, IL-1 beta readout. activity change, % at 57.5 µM. actives 4.7% (n = 360,000). THP-1 LPS/ATP IL-1B secretion, AlphaLISA, 16 h; active compounds read low. AID 743279; in the data active = activity change below about -50%; inconclusive = mostly about -30% to -49%; note: % is set by controls: 0 for no effect and ±100 for the full control effect
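Secreted IL-1B measured by AlphaLISA bead assay after 16 h compound exposure of THP-1 cells; compounds (final up to 57.5 uM) added 1 h before LPS (250 ng/mL) and ATP (1.25 mM) stimulation; lower signal means less secretion.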
SW480 rerep: inducers of DNA re-replication in SW480 colon cancer cells | SW480 DNA re-replication, Hoechst DNA content imaging, 48 h | Potency, µM (doses to about 46.1 µM), without a hit: top-dose re-replication activation, most hits filed as activators | actives 1.8% (n = 340,000) | AID 624297; note: potency is the fitted concentration of half-maximal effect; % of control where 0% means no effect; nearly all actives have a fitted effect of over 55% in size
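Hoechst fluorescence of nuclei (405 nm excitation, 500-530 nm emission) measured by plate-scanning imager after 48 hr compound exposure at 37 C; re-replication scored as increased number of nuclei with elevated intensity.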
S2 tox: reduces viability in counter-screen for ATXN expression inhibitors. S2 cells (HEK-293 line with an ATXN2-luciferase reporter) viability, CellTiter-Fluor protease fluorescence, 24 h. Potency, µM (top dose mostly 56.7 µM), most hits filed as cytotoxic. actives 0.49% (n = 400,000). AID 651635; note: potency is the fitted concentration of half-maximal effect; nearly all actives have a fitted effect of over 40% in size
KB-V1 MDR tox: KB-V1 MDR subline cytotoxicity. KB-V1 MDR cells viability, CellTiter-Glo, 72 h. Potency, µM (series often up to 46.1 µM), without a hit: top-dose activity change, negative = cytotoxicity, actives largely listed as cytotoxic. actives 3.4% (n = 400,000). AID 1347076; note: potency is the fitted concentration of half-maximal effect; % is set by controls: 0 for no effect and ±100 for the full control effect; nearly all actives have a fitted effect of over 60% in size
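Cells of the MDR subline KB-V1 are plated, dosed with compound at multiple concentrations, and incubated 72 h at 37 degrees C; CellTiter-Glo is then added and luminescence read after 10 min.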
MCF10A rereplic: DNA re-replication induction in MCF 10a cells | MCF 10A DNA re-replication, Hoechst nuclear intensity, 48 h | Potency, µM (doses to about 46.1 µM), for the others: at the top dose activity, positive = re-replication, usual class: activators | actives 2.9% (n = 350,000) | AID 624296; note: potency is the fitted concentration of half-maximal effect; % of control where 0% means no effect; nearly all actives have a fitted effect of over 50% in size
ATXN2 expr inh: ATXN2 expression inhibition; HEK-293 ATXN2-luciferase reporter, luminescence, 24 h; Potency, µM (doses to about 57 µM), without a hit: at the top dose activity change, negative = inhibition, usual class: inhibitors; actives 0.72% (n = 360,000); AID 1745845; note: potency is the fitted concentration of half-maximal effect; % is set by controls: 0 for no effect and ±100 for the full control effect; nearly all actives have a fitted effect of over 55% in size
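qHTS (up to 57 uM final) was run with 24 h compound exposure of reporter cells at 37 °C. Each well was multiplexed: SteadyGlo luminescence measured ATXN2-luciferase expression after a fluorogenic Gly-Phe-AFC viability readout (25 uM final).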
HT1080NT lethal: kills 2HG-producing HT-1080-NT fibrosarcoma cells; actives 1.6% (n = 360,000); Potency, µM (series often up to 46.1 µM), inactives show top-dose activity, negative = less viability, actives largely listed as cytotoxic; HT-1080-NT fibrosarcoma viability, CellTiter-Glo ATP luminescence, 48 h;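 note: NT is the 2HG producing partner of a matched IDH1 knockdown line; potency is the fitted concentration of half-maximal effect; 0% = DMSO-treated cells and -100% = media-only wells without cells; nearly all actives have a fitted effect of over 55% in size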
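Read-out is CellTiter-Glo luminescence after 10 minutes at room temperature, following 48 hours' compound treatment of HT-1080-NT cells (750 cells/well, RPMI, 5% FBS, 37 degrees C).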
HT1080 IDH1KD tx: toxicity to HT-1080 IDH1 knockdown cells (counter line). HT-1080 IDH1 knockdown viability, ATP luminescence, 48 h. Potency, µM (top dose mostly 46.1 µM), inactives show at the highest dose activity, negative = toxicity, most hits filed as cytotoxic. actives 2% (n = 360,000). AID 686971;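 note: potency is the fitted concentration of half-maximal effect; 0% = DMSO wells and -100% = cell-free medium wells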
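% activity derives from luminescence (CellTiter-Glo), normalised to DMSO and no-cell wells. HT-1080-IDH1KD cells, 750/well, had 48 h compound exposure at 37 °C.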
KB-3-1 cytotox: kills parental KB-3-1 adenocarcinoma cells | KB-3-1 viability, CellTiter-Glo ATP luminescence, 72 h | actives 1.4% (n = 400,000) | Potency, µM (doses to about 46.1 µM), for inactives: top-dose activity change, negative = cytotoxic, most hits filed as cytotoxic | AID 1347075; note: potency is the fitted concentration of half-maximal effect; % is set by controls: 0 for no effect and ±100 for the full control effect; nearly all actives have a fitted effect of over 60% in size
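Viability of parental KB-3-1 cells, measured by CellTiter-Glo luminescence, followed a 72 h incubation at 37 °C with pinned compounds in phenol-red-free DMEM containing 10% FBS.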
Starred values were filed as active, the others as inactive; i = inactive; ? = inconclusive; . = no result given; & = joins results of further samples; [ ] = dose if it differs, or a comment. Unless noted, calls come from the whole dose curve; as a rule, active = well fitted curve in the direction sought with a large enough effect; inconclusive = small, poorly fitted or top-dose-only effect, or another doubt; inactive = no such curve, though single readings can be large; an effect the other way counts as inactive or inconclusive. Rows are unselected. Share with any hit: about 11%.

SMILES	IL1B secr inh	SW480 rerep	S2 tox	KB-V1 MDR tox	MCF10A rereplic	ATXN2 expr inh	HT1080NT lethal	HT1080 IDH1KD tx	KB-3-1 cytotox
COc1ccc(Br)cc1CN(C)C(C)C(=O)Nc1cccc(C(C)=O)c1 (stereo not given)	-26	6%	i	?	20%	-20%	-13%	-28%	-10%
COc1ccc(C(O)c2ncc(-c3cccc(C(F)(F)F)c3)[nH]2)cc1F (stereo not given)	-25	.	i	2%	.	-29%	-11%	-24%	0%
CCOC(=O)c1c(NC(=O)CCC(=O)N(CC)CC)sc2c1CC(C)(C)OC2	0	?	i	?	-1%	-1%	3%	?	0%
O=C1CN(c2nc(-c3ccccc3)c3cc(Cl)ccc3n2)c2ccccc2N1	7	?	i	3%	0%	-13%	5%	4%	-12%
COC(=O)c1ccccc1NC(=O)CSc1nnnn1CC(=O)O	-3	-7%	i	28%	-16%	15%	7%	7%	0%
Cc1cc(C)c(NC(=O)CN(c2ccccc2)S(=O)(=O)N(C)C)c(C)c1	2	-13%	i	?	4%	-12%&-1%	2%	-2%	-18%&-12%
O=C(Nc1ccc(F)cc1)c1nsc(Cl)c1Cl	7	-4%	i	9%	3%	64%[activator]	0%	-5%	11%
N#C/C(=C/c1ccc(N2CCCCC2)cc1)c1cccc(F)c1	-20	1%	?	?	6%	50%[activator]	-2%	-3%	-15%
CN(C)CCCN(C(=O)c1ccc(S(=O)(=O)N2CCCCC2)cc1)c1nc2cc3c(cc2s1)OCO3	-63*	11%	i	-21%	14%	-31%	-17%	-4%	20%
COc1ccc(C(=O)N(Cc2ccco2)Cc2cc3cc(C)ccc3[nH]c2=O)cc1OC	?	10%	i	-10%	3%	7%	1%	-2%	-11%
Cc1ccc(CNC(=O)C2CCC(=O)N(C3CC3)C2)cc1 (stereo not given)	15	-1%	i	0%	9%	4%	13%	4%	7%
O=C(Oc1ccc2c(c1)OCO2)c1cccs1	-6	8%	i	-9%	-4%	-5%	-1%	0%	-5%
CC(=O)c1c(O)c2cccc3c2n(c1=O)CCC3	9	-10%	i	3%	3%	.	6%	1%	8%
O=[N+]([O-])c1cc(Cl)ccc1-c1nc(-c2ccccc2)no1	4	-4%	i	12%	4%	108%[activator]	1%	7%	8%
CCOC(=O)C1=C(COC(=O)c2cc([N+](=O)[O-])ccc2Cl)NC(=O)NC1C (stereo not given)	?	.	i	10%	.	.	-11%	-10%	7%
O=C1/C(=C/c2ccncc2)SC(=S)N1N1CCOCC1	-8	-9%	?	18%	2%	-6%	-1%	-14%	15%
COc1cc(NC(=O)c2cccnc2)c(Cl)cc1NC(=O)c1ccccc1	17	-2%	?	-8%	10%	-4%	10%	13%	?
C[C@H](NCc1c[nH]c2ccccc12)c1ccccc1	0	-39%[inhibitor]	?	-6%	-1%	3%	-11%	0%	-5%
COc1ccc(C)cc1S(=O)(=O)n1cnc2ccccc21	5	?	i	?	?	9%	1%	-10%	5.2µM*
CCOC(=O)c1ccc(N2C(=O)CC(NNC(=O)c3ccc(Br)s3)C2=O)cc1 (stereo not given)	-2	-4%	i	2%	7%	4%	6%	13%	2%
COc1ccc(NC(=O)NN(C(=O)c2ccccc2)C(C)(C)C)cc1	18	-29%	?	?	10%	-1%	10%	5%	4%
Cc1ccc(C)c(S(=O)(=O)N2CCN(C(=O)Cn3[nH]c(=O)c4ccccc4c3=O)CC2)c1	-19	?	i	5%	-6%	-7%	-2%	-3%	5%
Cc1cc(C)cc(C(=O)Nc2cccnc2Cl)c1	-4	-2%	i	24%	5%	12%	-1%	3%	1%
COc1ccc(CNC(=O)c2ccc(-c3ccccc3)cc2)cc1	1	-5%[9.22 µM]	i	-3%	3%	20%	25%	20%	8%
Cc1ccccc1N(CC(=O)NCCSCc1ccco1)S(C)(=O)=O	15	-7%	i	-1%	6%	3%	0%	7%	5%

Continued; the last 4 above are carried over.
SMILES	IL1B secr inh	SW480 rerep	S2 tox	KB-V1 MDR tox	MCF10A rereplic	ATXN2 expr inh	HT1080NT lethal	HT1080 IDH1KD tx	KB-3-1 cytotox
Cc1ccc(C)c(S(=O)(=O)N2CCN(C(=O)Cn3[nH]c(=O)c4ccccc4c3=O)CC2)c1	-19	?	i	5%	-6%	-7%	-2%	-3%	5%
Cc1cc(C)cc(C(=O)Nc2cccnc2Cl)c1	-4	-2%	i	24%	5%	12%	-1%	3%	1%
COc1ccc(CNC(=O)c2ccc(-c3ccccc3)cc2)cc1	1	-5%[9.22 µM]	i	-3%	3%	20%	25%	20%	8%
Cc1ccccc1N(CC(=O)NCCSCc1ccco1)S(C)(=O)=O	15	-7%	i	-1%	6%	3%	0%	7%	5%
O=C(NCc1nc2ccccc2[nH]1)C1=C[C@H](c2ccc(C(F)(F)F)cc2)C[C@H](OCc2ccc(CO)cc2)O1	?	-11%	?	-17%	29%	?	-2%	-14%	?
COc1ccc(CN2CCC(C(=O)N3CCCC(C)C3)CC2)cc1OC (stereo not given)	12	3%	i	5%	17%	-3%	-5%	1%	9%
FC(F)(F)c1cccc(Cc2noc(CN3CCCC3)n2)c1	8	-1%	i	22%	-1%	24%	13%	7%	-1%
CCN(Cc1ccccc1)C(=O)c1cc(COc2c(F)cccc2F)on1	?	-1%	i	-17%	2%	14%	21%	7%	7%
COc1ccccc1NC(=O)CSC1=Nc2ccccc2C2=NC(CC(=O)NCc3ccc4c(c3)OCO4)C(=O)N12 (stereo not given)	.	.	i	-25%	.	-1%	.	.	4%
CC(NC(=O)CN(c1ccc(F)cc1)S(C)(=O)=O)c1ccccc1 (stereo not given)	9	-1%	i	-6%	14%	-13%	6%	9%	-4%
CCOC(=O)C1(Cc2cccc(OC)c2)CCCN(CCO)C1 (stereo not given)	10	-18%	i	26%	5%	13%	1%	3%	13%
Cn1nc(-c2ccc(C(=O)Nc3ccc(F)cc3)cc2)c2ccccc2c1=O	-10	0%	i	?	16%	?	0%	-1%	9%&-18%
CC(=O)Nc1cc(-c2ccccc2N(C)C)cn2c(-c3ccccc3)cnc12	6	.	?	?	.	13%	?	?	-24%
COc1ccc(-c2nnc(SCc3ccccc3F)o2)cc1	-7	2%	i	-2%	2%	79%[activator]	18%	17%	-7%
CN(C)S(=O)(=O)c1ccc(C(=O)NCC(=O)Nc2ccc(F)c(F)c2)cc1	10	4%	i	9%	-4%	17%	5%	7%	10%
CCOCC(=O)Nc1c(C(=O)Nc2ccc3c(c2)OCCO3)oc2ccccc12	0	8%	i	?	33%	.	?	?	31%
CCOC(=O)C1(C)C=C(Nc2ccccc2)C(=O)N1c1ccccc1 (stereo not given)	14	0%	i	0%	1%	-13%[11.3 µM]	4%	6%	4%
CCCC1N2CC3([N+](=O)[O-])CN1CC([N+](=O)[O-])(C2)C3(C)C (stereo not given)	-5	24%	i	6%	26%	0%	-8%	-1%	-28%
O=C(CN1C(=O)COc2ccccc21)N(Cc1cccnc1)Cc1cccc(F)c1	-2	0%	i	-14%	2%	-5%	0%[9.24 µM]	-14%	-11%
Cn1c(=O)c2c(nc(NCCc3ccccc3)n2Cc2cccc(Br)c2)n(C)c1=O	.	.	?	?	.	-14%	.	.	4%
CSc1ccc(CN(C)C(C)C(=O)NCc2ccccc2)cc1 (stereo not given)	-4	0%	i	?	-2%	-16%	-10%	-13%	-16%
O=C(NCCS(=O)(=O)NCc1ccccc1)c1ccc2c(c1)OCO2	12	0%	i	3%	-9%	3%	13%	10%	19%
Cn1c(SCc2ccccn2)nnc1-c1ccncc1	0	-2%	?	11%	-7%	4%	10%	-18%	6%
COc1ccc(C)cc1NC(=O)CCN1CCN(C/C=C/c2ccccc2)CC1	-2	12%	?	-6%	26%	-26%	-11%	-8%	-3%
COc1ccc(CN2CCC(CO)(Cc3ccccc3C(F)(F)F)CC2)c(F)c1	?	27%	i	27%	?	.	-6%	-9%	3%
O=C(Nc1ccc2c(c1)OCO2)c1ccc([N+](=O)[O-])cc1[N+](=O)[O-]	22	26%	i	-6%	-24%	21%	-16%	-4%	-11%
COC(=O)c1cc(Cl)c(NC(=O)c2ccco2)cc1OC	2	-4%[9.22 µM]	?	-9%	29%	1%	?	16%	0%
O=C(Nc1ccc(S(=O)(=O)Nc2ncccn2)cc1)C12CC3CC(CC(C3)C1)C2	11	-2%	i	15%	-1%	9%	2%	-1%	0%
CNc1nc(=S)[nH]c2ccccc12	3	?	i	3%	-1%	.	3%	8%	6%
N#CC(CCc1ccccc1[N+](=O)[O-])(CCc1ccccc1[N+](=O)[O-])C(N)=O	0	5%	?	-16%	1%	-4%	-1%	-8%	0%

Whole records, quoted from the list:
Listed for `Cc1ccc(CNC(=O)C2CCC(=O)N(C3CC3)C2)cc1` (stereo not given) : IL1B secr inh = 15; SW480 rerep = -1%; S2 tox = i; KB-V1 MDR tox = 0%; MCF10A rereplic = 9%; ATXN2 expr inh = 4%; HT1080NT lethal = 13%; HT1080 IDH1KD tx = 4%; KB-3-1 cytotox = 7%
Listed for `O=C1/C(=C/c2ccncc2)SC(=S)N1N1CCOCC1` : IL1B secr inh = -8; SW480 rerep = -9%; S2 tox = ?; KB-V1 MDR tox = 18%; MCF10A rereplic = 2%; ATXN2 expr inh = -6%; HT1080NT lethal = -1%; HT1080 IDH1KD tx = -14%; KB-3-1 cytotox = 15%

Fetched by compound from the entries so far, three records:
SMILES	IL1B secr inh	SW480 rerep	S2 tox	KB-V1 MDR tox	MCF10A rereplic	ATXN2 expr inh	HT1080NT lethal	HT1080 IDH1KD tx	KB-3-1 cytotox
O=C(Nc1ccc(S(=O)(=O)Nc2ncccn2)cc1)C12CC3CC(CC(C3)C1)C2	11	-2%	i	15%	-1%	9%	2%	-1%	0%
N#C/C(=C/c1ccc(N2CCCCC2)cc1)c1cccc(F)c1	-20	1%	?	?	6%	50%[activator]	-2%	-3%	-15%
O=C(NCc1nc2ccccc2[nH]1)C1=C[C@H](c2ccc(C(F)(F)F)cc2)C[C@H](OCc2ccc(CO)cc2)O1	?	-11%	?	-17%	29%	?	-2%	-14%	?
